# Screening results deposited in PubChem BioAssay by several laboratories.
# MC4R barr agon: MC4R agonists recruiting beta-arrestin, primary screen, cell-based, luminescence, agonist arm of biased-ligand search. U2OS MC4R beta-arrestin complementation; percent of melanotan II response, DMSO zero. 0.98% of 360,000 active. activation, % at 8.9 µM;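 active means activation above a per-plate cutoff, the mean activation of sample wells on that plate plus 3 SD, cut at about 8% in these data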
# ABCB6 inh MLPCN: ABCB6 transporter inhibitors, primary screen, K562-ABCB6 cells, flow cytometry, MLPCN library | ATP-binding cassette sub-family B member 6 (Homo sapiens), Q9NP58 | K562-ABCB6 porphyrin accumulation, 1 h; hits give low values | fluorescence ratio to DMSO, % at 10 µM | 0.19% of 360,000 active | AID 602162, 2011;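 active means fluorescence ratio to DMSO below 75%, the collection mean minus 3 SD; inconclusive means too few cells collected in the well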;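 further: signal is porphyrin accumulated inside mitochondria; 100% equals median channel fluorescence of DMSO control wells; lower ratio means ABCB6 inhibition with less porphyrin fluorescence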
# Target sequence (Q9NP58 whole entry, looked up): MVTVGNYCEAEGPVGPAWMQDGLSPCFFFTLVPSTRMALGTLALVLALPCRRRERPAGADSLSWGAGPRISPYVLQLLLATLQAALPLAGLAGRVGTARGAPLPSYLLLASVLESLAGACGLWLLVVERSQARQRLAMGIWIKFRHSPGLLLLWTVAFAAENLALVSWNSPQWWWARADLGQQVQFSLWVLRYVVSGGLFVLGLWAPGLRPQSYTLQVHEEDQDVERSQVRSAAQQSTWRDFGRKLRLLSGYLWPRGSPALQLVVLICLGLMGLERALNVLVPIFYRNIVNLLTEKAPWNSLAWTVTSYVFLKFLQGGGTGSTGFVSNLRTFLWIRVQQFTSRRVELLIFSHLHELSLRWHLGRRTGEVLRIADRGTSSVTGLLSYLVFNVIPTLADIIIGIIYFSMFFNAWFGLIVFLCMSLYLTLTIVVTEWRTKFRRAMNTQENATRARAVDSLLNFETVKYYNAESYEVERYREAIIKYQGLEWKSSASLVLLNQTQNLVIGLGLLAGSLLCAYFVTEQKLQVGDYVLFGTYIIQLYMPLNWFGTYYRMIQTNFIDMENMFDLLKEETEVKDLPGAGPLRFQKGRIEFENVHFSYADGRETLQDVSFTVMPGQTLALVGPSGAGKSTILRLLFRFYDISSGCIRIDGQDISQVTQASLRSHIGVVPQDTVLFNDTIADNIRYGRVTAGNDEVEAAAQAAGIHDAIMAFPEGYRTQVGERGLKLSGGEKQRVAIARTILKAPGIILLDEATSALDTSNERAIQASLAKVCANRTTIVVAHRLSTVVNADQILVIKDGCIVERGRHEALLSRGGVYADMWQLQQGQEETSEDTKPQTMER
# HTR2A ag: mouse Htr2a agonists via beta-arrestin recruitment, primary screen, cell-based, luminescence; activation, % at 7.6 µM; AID 624169, 2012; CHO-K1 mHTR2A beta-arrestin complementation; percent of 30 µM serotonin response; 5-hydroxytryptamine receptor 2A (Mus musculus), P35363; 0.66% of 360,000 active;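 active means activation above a run cutoff, the mean activation of all tested compounds plus 3 SD, cut at about 14% in these data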;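 further: 0% = plate median of compound wells and 100% = 30 µM serotonin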
# MC4R antagonist: MC4R antagonists of cAMP signaling, primary screen, cell-based, TR-FRET, antagonist arm of biased-ligand search | inhibition, % at 6.5 µM | MC4R-expressing cells, MTII-stimulated cAMP, LANCE TR-FRET | 0.48% of 360,000 active | Melanocortin receptor 4 (Homo sapiens), P32245;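 active means inhibition above its plate's cutoff, the mean of tested wells on that plate plus 3 SD, cut at about 29% in these data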;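 further: 0% = Melanotan II alone and 100% = Melanotan II plus saturating MCL0020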
#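 Material – human MC4R-expressing U2OS cells · Repeats – no replicates · Detection – TR-FRET with Eu-cAMP and labeled anti-cAMP, 671 nm · Times – compound 30 min, challenge 1 h, detection 1 h · Compound – single nominal compound dose of 6.5 µM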
# CaV13 ICDI inh: Primary screen for inhibitors of IQ motif and Ca2+-dependent inactivation inhibitor domain binding in CACNA1D, Förster resonance energy transfer in living cells, …; HEK cells, CFP/YFP FRET ICDI-IQ, plate reader, 10 min; percent FRET-ratio fall versus neutral wells; AID 743397; 0.098% of 340,000 active; inhibition, % at 12.3 µM;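 active means mean replicate inhibition of at least 30% and at least 1% of replicates passing that level; inconclusive means only one of the two criteria is met; inactive means neither criterion is met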;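 further: 0% = median of the neutral control wells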
# PDI turbidity: inhibitors of human PDI, primary screen, biochemical, turbidity, single point, plate reader; PDI insulin aggregation turbidity, A650, 90 min; Protein disulfide-isomerase (Homo sapiens), P07237; AID 588391, 2011; inhibition, % at 10 µM; 0.052% of 350,000 active;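 active means mean inhibition across replicates of 30% or more, whatever share of single replicates reach that level; inconclusive means mean inhibition below 30% while every single replicate reaches 30%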;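 further: absorbance from insulin aggregation driven by PDI reduction with DTT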
# Glyco luc inh: increase of ERlucT glycosylation luciferase signal, primary screen, N-linked glycosylation inhibitor project, D54 ERlucT cells, luminescence, set 2; D54 ERlucT glycosylation luciferase reporter, 24 h; percent of 100 nM tunicamycin response; 0.23% of 360,000 active; AID 588692, 2011; reporter increase, % at 12.5 µM;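 active means mean luciferase reporter signal, scaled so untreated is 0 and the glycosylation-blocking control 100, at or above a set limit in every replicate; inconclusive means mean reaches the limit but not every replicate does; inactive means mean below the limit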;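 further: luciferase carries N-glycosylation sites so blocking glycosylation raises the light; 0% = median of neutral control wells and 100% = median of 100 nM tunicamycin wells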
# Vif imaging: HIV Vif self-association inhibitors, primary screen, imaging, HEK293T, single point; HEK293T cells, Vif self-association by quenched fluorescence, 24 h; inhibition, % at 7.49 µM; 0.35% of 340,000 active; in the data active means inhibition above about 50%, passing the limit was not always enough; inconclusive means no clear call, values can overlap the other calls; inactive means below about 31%; further: some results filed as inactive read as strong as hits
# aDG glyco act: activators of alpha-DG glycosylation, primary screen, uHTS, Pro5-aDG cells, AlphaScreen; 0.22% of 360,000 active; activation, % at 10 µM; alpha-DG glycosylation AlphaScreen (IIH6); 0% Pro5, 100% B10-LARGE cell signal;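 active means activation of at least 8% versus controls, or a plate z-score of at least 8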;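 further: Pro5 are CHO cells carrying HIG-tagged alpha-DG that lacks glycosylation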
# H9c2 protect: cardioprotection against H2O2-induced cell death, primary screen, uHTS, H9c2 cells, ATPLite luminescence. H9c2 cardiomyocytes, H2O2 injury protection, 2 h. protection from H2O2 cell death, % at 20 µM. AID 588492, 2011. 0.63% of 360,000 active;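 active means compounds giving at least 50% protection of heart cells from peroxide-induced death in the single-dose screen, raw or plate-pattern-corrected value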;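 further: 0% = DMSO wells with peroxide and 100% = DMSO wells without peroxide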
# * hit, by the source's call; ? = inconclusive; nt = not tested or not shown. No enrichment for hits; about 3.6% have a hit in one of these screens.
SMILES,MC4R barr agon,ABCB6 inh MLPCN,HTR2A ag,MC4R antagonist,CaV13 ICDI inh,PDI turbidity,Glyco luc inh,Vif imaging,aDG glyco act,H9c2 protect
O=C(Nc1cc(Cl)cc(Cl)c1)N1CCCN(Cc2ccccc2)CC1,2.8,92.0,-7.1,3.9,-3.7,25.3,-1.5,-11.2,0.2,-5.3
Cc1cccc(-c2cc3nc4c(c(N5CCC6(CC5)OCCO6)n3n2)CCCC4)c1,-1.6,101.0,4.8,-1.0,-9.4,14.5,-7.2,3.7,0.1,-2.8
C[C@H](CO)N1C[C@H](C)[C@@H](CN(C)C(=O)c2cccnc2)Oc2ncc(Br)cc2C1=O,0.3,103.0,0.1,20.4,-5.5,7.5,4.0,nt,-0.1,4.2
CCOc1ccc(OCC(=O)OCC(=O)NNC(=O)c2ccc([N+](=O)[O-])cc2)cc1,-1.6,105.0,-1.3,22.9,-3.2,-2.9,-0.7,-4.1,-0.5,2.4
O=C(Nc1nnc(-c2ccc(F)cc2)s1)Nc1ccccc1F,-0.4,97.0,1.1,15.0,-4.2,2.0,0.6,-0.6,0.1,3.5
O=C(CSCCc1ccccn1)Nc1cccnc1Cl,-0.4,99.0,6.0,6.9,-9.0,3.1,-1.4,-2.5,-0.1,1.8
CCN1C(=O)[C@@H]2[C@@H]3CN(S(=O)(=O)c4ccc(C)cc4)[C@@H](c4ccccc4F)[C@@H]3C(=O)C[C@@H]2C1=O,nt,98.0,15.1*,nt,-4.8,nt,2.4,nt,-0.1,4.4
O=C(CNC(=O)c1ccco1)N/N=C/c1cccs1,0.5,102.0,-4.6,3.6,-7.6,-19.9,2.4,-11.1,-0.1,1.1
O=C(O)c1ccccc1Nc1ccnc(Cl)n1,-1.2,101.0,5.3,7.8,-3.9,5.4,1.6,-1.0,-0.1,7.9
Cc1ccc(/C=N\Nc2cn[nH]c(=O)c2Cl)cc1,-2.7,96.0,-2.9,-9.3,-5.0,-4.8,14.5,9.6,-0.4,5.7
COc1ccccc1CNC(=O)CCc1cn(C)c2ccccc12,0.6,96.0,-0.5,-2.0,-4.4,-6.3,0.3,-1.3,0.2,-4.4
COC(=O)c1ccc(C(=O)OC)c(NC(=O)CSCC(=O)O)c1,0.0,99.0,-2.6,5.4,-2.1,7.4,1.8,10.2,0.2,13.0
CC(C)C1N(S(=O)(=O)c2ccccc2)CCN1S(=O)(=O)c1ccccc1,-0.6,97.0,-2.4,6.3,-5.3,14.9,-1.0,9.4,-0.2,4.4
Cc1cccc(Nc2nnc(SCC(=O)NCc3cccs3)s2)c1,-0.7,89.0,6.3,7.6,-7.0,-9.9,0.1,12.0,0.0,-2.4
COc1cc(CNCCSc2nnnn2C)cc(Br)c1OCc1ccccc1,2.6,98.0,-6.3,3.3,-6.4,-5.6,-3.9,-5.0,0.1,8.6
O=C(Nc1ccccc1N1CCCCC1)c1ccc(F)c(S(=O)(=O)N2CCOCC2)c1,-3.2,92.0,12.5,20.3,-5.8,-5.1,-5.7,-12.0,0.1,3.7
CCOc1ccc(CCNC(=O)COC(=O)c2ccc(S(=O)(=O)N3CCCC3)cc2)cc1OCC,2.6,96.0,2.6,0.2,-15.9,-0.8,0.1,-2.0,0.3,-0.3
Cc1ccc(C(=O)N/C(=C\c2ccc(-c3ccccc3[N+](=O)[O-])o2)C(=O)NCCCN2CCOCC2)cc1,-0.2,94.0,0.6,-7.8,-17.2,-20.0,3.6,-2.2,2.3,-16.4
Cc1ccc2nsnc2c1S(=O)(=O)N(Cc1cc2cccc(C)c2[nH]c1=O)CC1CCCO1 (configuration not stated),-0.2,103.0,0.2,2.5,-8.8,9.5,-1.0,-3.2,-0.7,80.0*
Cc1nc2ccc(NC(=O)N(C)c3ccccc3)cc2s1,3.9,101.0,0.4,-6.4,-16.2,-1.8,-0.3,2.7,0.5,-6.1
O=C(CNC(=O)c1ccc(F)cc1)NCc1ccccn1,0.2,95.0,-0.9,1.1,0.4,2.9,1.1,-6.4,0.7,-2.8
COc1ccc(N2C(=O)C(F)(F)C2c2ccccc2F)cc1 (configuration not stated),0.3,98.0,0.0,5.8,-1.8,3.6,0.9,-3.3,0.0,2.3
Cn1c(=O)[nH]c(NCCc2ccc(O)cc2)c([N+](=O)[O-])c1=O,-0.6,94.0,-2.4,7.3,-1.2,19.2,1.4,-4.5,0.1,3.8
CC(=O)Nc1ccc(S(=O)(=O)NC2(C(F)(F)F)C(=O)Nc3c2c(=O)[nH]c(=O)n3Cc2ccco2)cc1 (configuration not stated),-2.9,100.0,2.1,20.6,-4.7,2.3,-0.3,-3.1,0.0,0.8
CC1CN(S(=O)(=O)c2ccc(C(=O)Nc3ccc(S(=O)(=O)N4CCOCC4)cc3)cc2)CC(C)O1 (configuration not stated),-3.5,107.0,1.6,-0.4,nt,-0.2,-2.7,0.3,-0.1,-5.6
Cc1nn(-c2cccc(Cl)c2)nc1C(=O)O,-1.5,105.0,4.3,8.1,-1.6,-0.9,1.9,1.9,-0.1,4.1
NC(CC(=O)O)c1ccc(Br)cc1 (configuration not stated),6.2,100.0,1.3,4.0,-3.9,5.6,1.1,-0.4,0.5,3.0
COc1ccc(C(=O)NCc2nnc(SCC(=O)N3CCCCC3)o2)cc1,2.0,157.0,-3.0,1.1,-14.8,-2.6,0.6,5.5,-0.3,11.2
O=C(c1ccc(F)cc1F)N1CCCc2ccccc21,0.5,94.0,7.9,2.6,-20.6,-0.2,-2.1,0.7,0.0,-1.9
CCOC(=O)C1(C#N)C(=O)CSC1=Nc1ccccc1Cl (configuration not stated),-0.8,106.0,-4.0,-2.7,-8.3,2.4,0.8,-23.5,0.5,1.7

# Profiles from above. Order of values: MC4R barr agon, ABCB6 inh MLPCN, HTR2A ag, MC4R antagonist, CaV13 ICDI inh, PDI turbidity, Glyco luc inh, Vif imaging, aDG glyco act, H9c2 protect
# Profile of O=C(CNC(=O)c1ccc(F)cc1)NCc1ccccn1 = 0.2, 95.0, -0.9, 1.1, 0.4, 2.9, 1.1, -6.4, 0.7, -2.8
# Profile of Cn1c(=O)[nH]c(NCCc2ccc(O)cc2)c([N+](=O)[O-])c1=O = -0.6, 94.0, -2.4, 7.3, -1.2, 19.2, 1.4, -4.5, 0.1, 3.8
# Profile of COc1ccc(N2C(=O)C(F)(F)C2c2ccccc2F)cc1 (configuration not stated) = 0.3, 98.0, 0.0, 5.8, -1.8, 3.6, 0.9, -3.3, 0.0, 2.3
# Profile of CC1CN(S(=O)(=O)c2ccc(C(=O)Nc3ccc(S(=O)(=O)N4CCOCC4)cc3)cc2)CC(C)O1 (configuration not stated) = -3.5, 107.0, 1.6, -0.4, nt, -0.2, -2.7, 0.3, -0.1, -5.6
# Profile of CCOc1ccc(CCNC(=O)COC(=O)c2ccc(S(=O)(=O)N3CCCC3)cc2)cc1OCC = 2.6, 96.0, 2.6, 0.2, -15.9, -0.8, 0.1, -2.0, 0.3, -0.3

# More entries.
SMILES,MC4R barr agon,ABCB6 inh MLPCN,HTR2A ag,MC4R antagonist,CaV13 ICDI inh,PDI turbidity,Glyco luc inh,Vif imaging,aDG glyco act,H9c2 protect
COCCOC(=O)C1=C(C)NC(=O)NC1c1cccc2ccccc12 (configuration not stated),-0.6,108.0,3.5,4.9,-4.6,7.5,-1.8,4.9,0.0,-0.6
COc1ccc(NC(=O)C2(C)Cc3c(-c4cccc(NC(C)=O)c4)ccnc3O2)cc1 (configuration not stated),-0.5,109.0,-1.1,-8.3,-4.8,-3.0,?,20.1,-0.1,8.3
O=C(Nc1cccc(NC(=O)c2cccnc2)c1)c1cccnc1,0.3,101.0,2.2,5.5,nt,-7.3,-0.3,-9.6,-0.2,9.1
Cc1ccc(C)c2nc3sc(C(=O)N4CCOCC4)c(N)c3cc12,0.0,108.0,-3.6,-1.0,-50.3,-2.9,20.9,4.3,0.1,4.0
CC1(c2ccccc2)NC(=O)N(CC(=O)Nc2nc(-c3ccccn3)cs2)C1=O (configuration not stated),-2.3,103.0,-10.2,-1.0,-6.2,4.1,0.6,-6.6,1.1,47.4
O=C(CCCn1c(=S)[nH]c2ccccc2c1=O)NCCSCc1ccccc1,0.5,100.0,7.2,-4.7,-1.7,10.2,-1.9,0.9,0.1,15.0
O=C(CCc1nc(-c2ccccc2)no1)NC1CCCCC1,2.7,106.0,-0.1,2.2,-3.8,1.3,0.3,18.9,0.3,0.0
CCn1cc(C(=O)N(C)c2cc(C)ccc2OC)c2cc(OC)c(OC)cc2c1=O,0.1,96.0,13.9,-1.2,-3.6,-10.0,-4.0,-0.5,-0.1,-0.3
CC1C(=O)N(Cc2cn(CC3CCCCC3)nn2)CCS(=O)(=O)N1Cc1ccc(-c2ccncc2)cc1 (configuration not stated),-1.7,103.0,-4.0,12.6,-3.4,-4.9,6.2,-12.8,0.1,-13.2
CCOC(=O)c1cnc2nc(C)nn2c1N,-2.1,86.0,4.8,-3.4,-5.3,-2.3,0.5,2.0,0.1,3.0
O=C(Cc1ccc(-n2c(=O)[nH]c3ccccc3c2=O)cc1)N1CCN(c2ccccc2)CC1,-1.4,98.0,-3.9,-1.9,-3.8,0.8,2.9,11.8,0.0,-2.8
COc1cccc(CCNC(=O)C2CCCN(c3ncnc4c3nc3n4CCCCC3)C2)c1OC (configuration not stated),-3.2,97.0,0.5,-0.2,-7.3,0.0,1.2,-4.2,0.3,1.9
O=C(Nc1cc(S(=O)(=O)N2CCOCC2)ccc1OCC(F)(F)F)C1CCCC1,-0.5,91.0,7.3,0.0,-5.7,12.0,1.1,-7.4,-0.1,0.5
O=C(OCCOCCN=C1NS(=O)(=O)c2ccccc21)c1ccncc1,-2.9,100.0,-1.0,10.3,-5.5,-4.3,-0.9,1.6,-0.1,-7.0
CCOc1ccccc1NC(=O)Nc1cnccn1,-2.5,86.0,-2.3,5.4,8.2,-2.9,1.1,-0.5,-0.2,-1.9
Cc1ccc(Cl)cc1NC(=O)CNC(=O)N1CC(=O)Nc2ccccc21,0.1,101.0,4.3,13.7,-5.8,10.0,5.9,-5.7,0.4,-5.2
